Casp6 inh: human caspase-6 inhibitors, primary screen, biochemical, VEID-R110 fluorescence, single point, set 2; 0.53% of 350,000 active; purified caspase-6, Z-VEID-R110 cleavage fluorescence; inhibition, % at 12.5 µM; P55212; AID 686996, 2013;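 active = mean inhibition across replicates at least about 35%, with every replicate also reaching that limit, limit read from the data; inconclusive = only one of the two criteria met; inactive = neither criterion met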;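 also: 0% = median of neutral control wells and 100% = no fluorescence left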
Target sequence (P55212 24-179 limits assumed): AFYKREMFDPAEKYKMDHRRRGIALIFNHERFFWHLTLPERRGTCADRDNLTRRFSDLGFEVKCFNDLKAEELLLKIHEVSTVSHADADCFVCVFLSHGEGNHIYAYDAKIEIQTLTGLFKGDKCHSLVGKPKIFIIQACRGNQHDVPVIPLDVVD
Target sequence (P55212 194-293 limits assumed): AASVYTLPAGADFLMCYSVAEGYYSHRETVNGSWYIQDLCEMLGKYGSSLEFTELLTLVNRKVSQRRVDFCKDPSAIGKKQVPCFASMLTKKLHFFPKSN
DENV2 CPE rescue: inhibitors of DENV2 cytopathic effect, primary screen, cell-based, plate reader, single concentration; CPE inhibition, % at 9.99 µM; DENV2-infected cells, cytopathic effect rescue; 1.7% of 350,000 active; AID 651640, 2012; in the data active = CPE inhibition above about 20%, passing the limit was not always enough; inconclusive = no clear call, values can overlap the other calls; tested in BHK-21 cells;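 also: 0% = median of neutral control wells and 100% = median of positive control wells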
Xi reactivation: activators of inactive X chromosome reactivation, primary screen, imaging, XiGFP fibroblasts, GFP high-content imaging, set 2. XiGFP mouse fibroblasts, % GFP-positive cells imaging, 3 d; cells co-treated with 5-aza-dC sensitizer; scaled so ellipticine positive control = 100%. activation, % at 7.58 µM. 0.055% of 360,000 active;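 active = mean normalized replicate activation at least 10% and every replicate at or above 10%; inconclusive = only one of the two criteria met; inactive = mean below 10% and not all replicates reach 10%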;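 also: 0% = median of on-plate neutral control wells and 100% = ellipticine 6 µM median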
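System: 68-5-11 XiGFP fibroblast line; Timing: 3 days compound exposure; Compound dosing: one concentration, pinned; Benchmarks: positive control ellipticine, 6 µM final; Buffer or medium: DMEM containing 5-aza-dC.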
RAD52 anneal inh: RAD52 DNA annealing inhibitors, primary screen, biochemical, FRET, single point, set 2 | recombinant RAD52 DNA annealing, FRET fluorescence | DNA repair protein RAD52 homolog (Homo sapiens), P43351 | inhibition, % at 18.7 µM | 0.46% of 360,000 active;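 active = every replicate showing at least 50% inhibition; inconclusive = mean inhibition at least 50% but not in every replicate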
E-selectin induc: E-selectin induction in HUVECs, primary screen, imaging, HUVEC, immunofluorescence imaging, single point; P16581; normalized: neutral wells 0, TNF-alpha wells 100; activation, % at 7.58 µM; 0.37% of 260,000 active; AID 686992, 2013;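 active = mean E-selectin-positive cell signal at least 10% of the positive control, reached in at least 60% of replicates, without over 20% cell loss; inconclusive = no rule given, readout overlaps actives, possibly toxicity-flagged; inactive = the rest, including those meeting only one limit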;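 also: in these data hits start at about 27%; measured in HUVEC primary endothelial cells; signal is the percent of cells scored E-selectin positive by PE staining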
Target sequence (P16581 whole entry, looked up): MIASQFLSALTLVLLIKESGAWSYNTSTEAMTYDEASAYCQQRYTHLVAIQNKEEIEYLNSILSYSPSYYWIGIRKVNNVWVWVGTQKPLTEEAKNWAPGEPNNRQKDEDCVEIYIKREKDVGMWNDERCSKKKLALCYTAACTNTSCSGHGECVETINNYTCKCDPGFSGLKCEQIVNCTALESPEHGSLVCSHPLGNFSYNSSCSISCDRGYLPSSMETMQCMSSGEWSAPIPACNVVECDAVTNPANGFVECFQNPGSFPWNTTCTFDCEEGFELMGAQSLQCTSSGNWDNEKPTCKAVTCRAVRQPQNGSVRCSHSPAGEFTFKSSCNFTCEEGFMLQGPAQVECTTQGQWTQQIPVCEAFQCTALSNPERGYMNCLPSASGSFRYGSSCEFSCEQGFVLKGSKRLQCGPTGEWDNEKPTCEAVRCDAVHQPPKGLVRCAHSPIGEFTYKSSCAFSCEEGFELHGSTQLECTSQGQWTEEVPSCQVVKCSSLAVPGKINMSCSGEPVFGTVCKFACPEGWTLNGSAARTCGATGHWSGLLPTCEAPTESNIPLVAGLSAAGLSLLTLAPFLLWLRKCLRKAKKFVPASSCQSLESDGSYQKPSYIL
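material = human umbilical vein endothelial cells (HUVEC), E-selectin induction | quantity = 3,000 cells/well | medium = EGM-2 growth medium on 0.1% gelatin-coated wells | technique = immunofluorescence imaging | read-out basis = % PE-positive cells | control set = TNF-alpha positive control, DMSO neutral control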
RAD54 inh: inhibitors of human RAD54 branch migration, primary screen, biochemical, fluorescence, single point; DNA repair and recombination protein RAD54-like (Homo sapiens), Q92698; 0.14% of 360,000 active; inhibition, % at 10.4 µM; RAD54 Holliday junction branch migration, FAM/BHQ fluorescence;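 active = mean normalized replicate activity at least 40 and at least half of replicates scoring 40 or more; inconclusive = only one of the two criteria met; inactive = mean below 40 and under half of replicates reaching 40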;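 also: 0% = median of neutral control wells and 100% = median of positive control wells; inhibitors cause a drop in the FAM fluorescence signal; in these data hits start at about 50%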
INS-1E GSIS act: GLuc luminescence reporter in INS-1E cells, primary screen for activators of glucose-dependent secretion of insulin; INS-1E GLuc reporter insulin secretion, 2-3 h; activation, % at 16.6 µM; 0.61% of 370,000 active; AID 743287, 2014;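 active = lowest replicate activation of at least 40%, so every replicate reaches that level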;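 also: 0% = median of neutral control wells and 100% = median of IBMX positive control wells; some compounds called inactive have numbers as strong as hits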
F508del corr: F508del CFTR correction, initial screen, CFBE line, single point; CFBE cells, YFP halide quenching; stimulated with forskolin plus potentiator P3; % fluorescence drop versus neutral controls; activity (quench increase), % at 7.58 µM; 0.36% of 350,000 active;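 active = mean added fluorescence quench of at least 8% versus neutral control, with both replicates also reaching 8%; inconclusive = only one of the mean or replicate conditions met; inactive = mean below 8% and not both replicates reaching 8%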;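 also: cells transiently co-express mutant CFTR-F508del with the halide-sensitive YFP; corrector assay measuring rescue of mutant channel to the surface after 24 h compound exposure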
* = called active by the depositor; ? = inconclusive; . = not tested or not shown.

canonical_smiles | Casp6 inh | DENV2 CPE rescue | Xi reactivation | RAD52 anneal inh | E-selectin induc | RAD54 inh | INS-1E GSIS act | F508del corr
COCCNC(=O)[C@@H]1CCCN1C(=O)C1CCN(S(=O)(=O)c2ccc(C)cc2)CC1 | 0 | -6 | 0.3 | -5 | -0.1 | -4 | 8 | -2.1
CSc1ccccc1NC(=O)c1cc(S(=O)(=O)N(C)C)ccc1N1CCCC1 | -109 | -1 | 0.7 | -1 | -0.3 | -12 | 21 | 2.6
C[C@@H]1CN([C@H](C)CO)C(=O)Cc2cc(NC(=O)Nc3ccc4c(c3)OCO4)ccc2O[C@H]1CN(C)C(=O)Nc1ccccc1 | . | -10 | 0.3 | . | -0.5 | 1 | 0 | 0.9
COc1cc(C#Cc2ccc3cc(CCO)oc(=O)c3c2)cc(OC)c1 | -3 | 8 | 0.1 | -10 | 0.8 | 1 | . | 4.6
Cc1csc(NC(=O)c2ccc3c(=O)n4c(nc3c2)CCCCC4)n1 | 5 | . | 0.2 | -8 | . | . | 7 | 0.9
C[C@@H]1CN([C@@H](C)CO)C(=O)c2cccc(NS(=O)(=O)c3ccc(F)cc3)c2O[C@@H]1CN(C)S(C)(=O)=O | 0 | 1 | 0.2 | 7 | 0.6 | 1 | 12 | 1.2
CCCCNC(=O)C1(C)CCCCN1C(=O)c1sccc1C (configuration not stated) | 0 | ? | 0.0 | -5 | 0.2 | -5 | 13 | 1.7
C[C@H](CO)N1C[C@H](C)[C@@H](CN(C)C(=O)c2ccccn2)Oc2ncc(C3=CCCCC3)cc2C1=O | -1 | -6 | -0.5 | -3 | -0.3 | -2 | -2 | 0.0
CCCCCCN1C=CC(=C2C(=O)c3ccccc3C2=O)C=C1 | 0 | -1 | 0.0 | -169 | . | 2 | 1 | 1.5
CCc1nnc(NC(=O)c2cccc(S(=O)(=O)N(C)c3ccc(OC)cc3)c2)s1 | 2 | -2 | -0.1 | -33 | 0.4 | . | -3 | 2.4
C[C@H]1CN([C@@H](C)CO)C(=O)c2cc(NC(=O)Nc3cccc4ccccc34)ccc2O[C@@H]1CN(C)C(=O)Nc1ccc(C(F)(F)F)cc1 | -2 | 0 | 0.0 | 8 | 2.4 | -1 | 3 | 0.9
C[C@@H]1CN([C@H](C)CO)C(=O)c2cccc(NC(=O)C3CCCCC3)c2O[C@H]1CN(C)C(=O)Nc1ccc(C(F)(F)F)cc1 | 0 | -4 | 0.0 | 7 | 1.3 | 0 | 2 | -2.6

Laid out differently: results already given.
Order of results – Casp6 inh, DENV2 CPE rescue, Xi reactivation, RAD52 anneal inh, E-selectin induc, RAD54 inh, INS-1E GSIS act, F508del corr
- CCc1nnc(NC(=O)c2cccc(S(=O)(=O)N(C)c3ccc(OC)cc3)c2)s1
    2, -2, -0.1, -33, 0.4, ., -3, 2.4
- COCCNC(=O)[C@@H]1CCCN1C(=O)C1CCN(S(=O)(=O)c2ccc(C)cc2)CC1
    0, -6, 0.3, -5, -0.1, -4, 8, -2.1

Ordered by value in RAD52 anneal inh (high to low): some entries from above.
mol,Casp6 inh,DENV2 CPE rescue,RAD52 anneal inh,INS-1E GSIS act,F508del corr
C[C@H]1CN([C@@H](C)CO)C(=O)c2cc(NC(=O)Nc3cccc4ccccc34)ccc2O[C@@H]1CN(C)C(=O)Nc1ccc(C(F)(F)F)cc1,-2,0,8,3,0.9
COCCNC(=O)[C@@H]1CCCN1C(=O)C1CCN(S(=O)(=O)c2ccc(C)cc2)CC1,0,-6,-5,8,-2.1
CCc1nnc(NC(=O)c2cccc(S(=O)(=O)N(C)c3ccc(OC)cc3)c2)s1,2,-2,-33,-3,2.4

(list continues)
canonical_smiles | Casp6 inh | DENV2 CPE rescue | Xi reactivation | RAD52 anneal inh | E-selectin induc | RAD54 inh | INS-1E GSIS act | F508del corr
C[C@H](CO)N1C[C@H](C)[C@H](CN(C)Cc2ccncc2)Oc2ccc(NC(=O)Nc3ccc(F)cc3)cc2C1=O | -4 | -11 | -1.4 | 9 | 1.7 | -7 | 5 | 3.9
CCOC(=O)CCNC(=O)CCc1nnc(CCCc2ccccc2)o1 | -1 | -4 | 0.2 | -6 | 0.6 | 4 | -3 | 0.9
COc1cc([N+](=O)[O-])ccc1NC(=O)CSc1nncn1-c1cccnc1 | 7 | ? | 0.0 | -10 | . | . | 8 | 0.7
O=C(CCC1CCCC1)NNC(=O)c1ccccc1O | -3 | -2 | 0.0 | -8 | . | -13 | -5 | 3.5
C[C@@H](c1ccccc1)N1C[C@@H](COCc2ccccc2)Oc2cc(N3CCC[C@H]3CO)ccc2S1(=O)=O | -3 | 4 | 0.1 | -28 | 0.0 | . | 8 | 2.1
CCOc1ccc(CN(C)C(=O)CNC(=O)c2ccc(Br)o2)cc1OC | -2 | -4 | 0.0 | -5 | -0.1 | 8 | 23 | -1.7
O=C(NCc1ccccc1)C12CC3CC(CC(Cl)(C3)C1)C2 | -1 | -7 | 2.4 | -22 | . | 7 | 4 | 2.6
Oc1ccccc1-c1nnco1 | 2 | -4 | 0.1 | -2 | -0.1 | 2 | 19 | -1.2
C[C@@H]1CN([C@H](C)CO)C(=O)c2cc(-c3ccc(C#N)cc3)cnc2O[C@H]1CN(C)C(=O)c1cccnc1 | 0 | -7 | -0.8 | 4 | -0.1 | 7 | 7 | 1.5
CC(=O)Nc1ccc2c(c1)C(=O)N(c1cccc3ccccc13)C2=O | 1 | 0 | 0.0 | -10 | . | -5 | -4 | -1.4
O=C(C1CCC1)N1C[C@@H]2[C@H](c3ccccc31)[C@H](CO)N2C(=O)c1ccccc1 | 1 | -10 | 0.0 | -3 | 0.0 | -2 | 5 | -1.7
CCOC(=O)CSc1cc(C)nc2ccc(OC)cc12 | -6 | 7 | 0.0 | -10 | -0.3 | . | -16 | -0.4
c1ccc(N2CCN(c3nc(-c4cccs4)nc4ccccc34)CC2)cc1 | -4 | -7 | -0.1 | -10 | . | . | -4 | -1.8
COc1ccc(CNC(=O)CN2C(=O)NC3(CCCCCCC3)C2=O)cc1 | -2 | -7 | -0.1 | -8 | -0.1 | 4 | 0 | -2.5
CO[C@@H]1CN(C)C(=O)c2cc(NC(C)=O)ccc2OC[C@@H](C)N(Cc2nccs2)C[C@H]1C | 3 | 7 | -0.1 | 5 | -0.1 | -11 | -5 | -0.2
CN1C(=O)c2cc(NS(=O)(=O)c3ccc(Cl)cc3)ccc2OC[C@H]2O[C@@H](CC(=O)N3CCc4ccccc4C3)CC[C@H]21 | -2 | 1 | 0.0 | -8 | 0.0 | 4 | -12 | -2.1
CC(=O)N1[C@@H]2CN(S(=O)(=O)c3cccc(C)c3)c3ccccc3[C@@H]2[C@@H]1CO | . | -12 | 0.1 | . | -0.4 | 2 | 5 | 3.0
CC1(C)CC(=O)C=C(NNC(=O)c2ccccc2)C1 | . | . | 0.1 | . | 0.8 | -4 | 9 | .
Cc1nc2ccc(C(=O)NCc3ccc4c(c3)OCO4)cc2s1 | 1 | 2 | 0.0 | 0 | . | . | 0 | -2.6
O=C(NCC(=O)N1CCN(C(=O)c2ccco2)CC1)c1ccc(Br)cc1 | 2 | -4 | 0.1 | -5 | -0.2 | 1 | 4 | 3.0
O=C(NCc1cccnc1)C1CCN(S(=O)(=O)N2CCC3(CC2)OCCO3)CC1 | 6 | 18 | . | -4 | . | -3 | -6 | 1.1
O=C(CC1CC1)N1CC(=O)N2[C@H](C1)[C@H](c1ccc(C#Cc3ccccc3)cc1)[C@@H]2CO | 3 | 6 | 0.0 | 0 | 0.0 | . | -9 | 5.9
COc1ccc(-n2c(SC3CCOC3=O)nc3ccccc3c2=O)cc1Cl (configuration not stated) | 3 | ? | 0.0 | -6 | . | -8 | -26 | 1.2
C[C@@H]1CN([C@@H](C)CO)C(=O)Cc2cc(NC(=O)CCN3CCOCC3)ccc2O[C@@H]1CN(C)CC1CCCCC1 | -1 | -3 | 0.0 | -6 | 0.7 | 2 | 20 | -0.6
CCC(CC)COC(=O)C1=C(C)NC(=O)NC1c1cc(OC)ccc1OC (configuration not stated) | 68* | 2 | 0.0 | -14 | . | 0 | . | .
CN1Cc2cccc3c2C(Cc2ccccc2S3)C1 (configuration not stated) | -2 | 6 | 0.1 | 9 | . | . | 5 | .
CC1CCCN(c2ccc(C(=O)OCC(=O)N3c4ccccc4Sc4ccccc43)cc2[N+](=O)[O-])C1 (configuration not stated) | 1 | 1 | 0.1 | 4 | . | . | 7 | -0.7
CC(C)NC(=O)C1(C)CSCC(=O)N1Cc1cccs1 (configuration not stated) | -1 | -1 | 0.3 | -11 | -0.1 | . | 5 | -0.6
CCOc1cc(C(=O)OCC(=O)Nc2ccc(F)cc2Cl)ccc1OCC(=O)N1CCOCC1 | 4 | 0 | -0.1 | -9 | 0.0 | -1 | -7 | -1.9
COc1ccc(CN(C)C[C@@H]2Oc3ccc(NC(=O)NC(C)C)cc3CC(=O)N([C@H](C)CO)C[C@@H]2C)cc1 | -10 | 4 | 0.4 | 2 | -5.3 | 21 | -8 | -1.9
Cn1cnc2ccc([N+](=O)[O-])cc2c1=O | 3 | 1 | 0.0 | -8 | . | -1 | 6 | -0.6
C/C(=N/NS(=O)(=O)c1ccc(CC(C)C)cc1)c1ccncc1 | 6 | -9 | 0.1 | -10 | -0.5 | 3 | -23 | -0.1
COc1ccc(CC(=O)NNC(=O)c2ccoc2C)cc1OC | -4 | 2 | . | -11 | . | 10 | 13 | -1.1
Cc1cc(=O)n2nc(N3CCC(C(=O)NCC(C)c4ccccc4)CC3)sc2n1 (configuration not stated) | -1 | -11 | 0.0 | -7 | . | -4 | 6 | 0.0
O=C(NCc1ccccc1)[C@@H]1CCCN1C(=O)[C@H]1CCCN1C(=O)c1cc(F)cc(F)c1 | -4 | 3 | 0.0 | -18 | -0.1 | . | 26 | -0.4
Cc1cccc(N(CC(=O)NC(C)(C)C)C(=O)CCC(=O)Nc2nccs2)c1 | 1 | -1 | 0.1 | -17 | -0.2 | -9 | -2 | -2.0
CCOC(=O)N1CCC(NC(=S)Nc2ccc3nc(N4CCN(CC)CC4)cc(C)c3c2)CC1 | -27 | -2 | 0.9 | 44 | 9.6 | . | -15 | -3.0
O=C(CN1CCc2cc3c(cc2C1)OCCCO3)Nc1ccc(F)cc1 | 2 | -3 | 0.0 | -6 | . | -1 | 16 | -0.1
CCCn1c(SCC(=O)NNC(=O)c2ccc(C)cc2)nnc1C(C)C | 6 | ? | 0.3 | -4 | -0.2 | 16 | -12 | 0.6
CN(CC(=O)Nc1cccc2ccccc12)C(=O)c1ccc(F)cc1F | -2 | 7 | -0.2 | -6 | . | 2 | 5 | 1.3
Cc1nc(-c2cccc(NC(=O)c3ccc(Cl)c(S(=O)(=O)N4CCCC4)c3)c2)cs1 | -3 | 2 | 0.3 | -48 | 0.0 | 3 | 3 | 2.8
CN(C)c1ccc(C(C(=O)NCC2CCCO2)N(C(=O)c2snc(C(N)=O)c2N)c2ccccc2)cc1 (configuration not stated) | . | 9 | 0.7 | 8 | 0.1 | 8 | 10 | 0.8
